OXTR potentiator = human OXTR potentiators, primary screen, fluorescence, CHO-OTR cells, Fluo-8 calcium; Fluo-8 calcium fluorescence, potentiator mode; 0% = oxytocin EC15, 100% = EC100; activation, % at 3 µM; 320,000 compounds, 0.061% hits;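 active means activation above that plate's cutoff, the mean activation of tested compounds plus 3 SD, cut at about 6.6% in these data, passing the limit was not always enough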;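 further: 100% uses oxytocin at 75 nM as the full agonist control; some results filed as inactive read as strong as hits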
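Assay system: CHO-OTR cells, human receptor / Also added: oxytocin at about EC15, sub-maximal agonist stimulus / Dosing: single dose, 3.0 µM nominal final compound concentration / Incubation: 6 min pre-incubation, 100 s read / Technique: Fluo-8 calcium dye fluorescence / Read-out: % activation vs EC15 and EC100 oxytocin / Benchmarks: EC15 oxytocin low, 75 nM oxytocin high / Replicates: singlicate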
CHRM1 antagonist = human M1 muscarinic receptor antagonists, primary screen, CHO-K1 cells, Fluo-8 calcium fluorescence, 1536-well; Muscarinic acetylcholine receptor M1 (Homo sapiens), P11229; CHO-K1 hM1, ACh EC80 antagonist; inhibition, % at 3 µM; 360,000 compounds, 1.3% hits; AID 588852, 2011;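 active means percent inhibition above its own plate's cutoff, namely the mean of that plate's compound wells plus 3 SD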;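 further: peak over basal fluorescence ratio during 140 s after agonist addition; 0% = ACh EC80 plus DMSO and 100% = DMSO alone without agonist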
Target sequence (P11229 whole entry, looked up): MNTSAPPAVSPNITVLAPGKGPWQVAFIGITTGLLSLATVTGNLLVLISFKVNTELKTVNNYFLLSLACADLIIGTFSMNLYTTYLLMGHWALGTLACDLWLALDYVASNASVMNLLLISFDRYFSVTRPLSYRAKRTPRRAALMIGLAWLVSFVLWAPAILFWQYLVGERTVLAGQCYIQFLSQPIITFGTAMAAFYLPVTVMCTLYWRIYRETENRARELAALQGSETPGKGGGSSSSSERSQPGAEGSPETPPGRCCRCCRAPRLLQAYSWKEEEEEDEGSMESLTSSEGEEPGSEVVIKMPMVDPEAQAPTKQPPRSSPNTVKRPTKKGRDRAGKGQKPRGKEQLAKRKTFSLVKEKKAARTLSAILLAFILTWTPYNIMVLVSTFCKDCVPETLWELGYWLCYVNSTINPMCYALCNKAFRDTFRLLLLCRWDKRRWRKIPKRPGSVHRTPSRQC
TAAR1 antag = human TAAR1 antagonists, primary screen, Fluo-8 calcium fluorescence, CHO RD-HGA16 cells; antagonist; 360,000 compounds, 1.5% hits; inhibition, % at 3 µM; AID 624466, 2012;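 active means inhibition above a per-plate cutoff, the mean inhibition of test compounds on that plate plus 3 SD, cut at about 49% in these data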;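 further: 0% = DMSO plus EC80 beta-PEA response and 100% = DMSO alone without agonist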
Target sequence (Q96RJ0 whole entry, looked up): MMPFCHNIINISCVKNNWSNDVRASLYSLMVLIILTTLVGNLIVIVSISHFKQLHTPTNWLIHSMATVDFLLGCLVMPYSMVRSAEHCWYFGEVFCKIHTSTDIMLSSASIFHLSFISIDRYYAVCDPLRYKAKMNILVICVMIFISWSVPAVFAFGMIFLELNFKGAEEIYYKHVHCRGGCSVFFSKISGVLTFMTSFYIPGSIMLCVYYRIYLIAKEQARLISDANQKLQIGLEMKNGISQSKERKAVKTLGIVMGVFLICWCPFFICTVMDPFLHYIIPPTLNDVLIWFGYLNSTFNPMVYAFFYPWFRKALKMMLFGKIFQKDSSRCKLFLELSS
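Test system: CHO RD-HGA16 cells bearing hTAAR1 | Reagent: β-PEA, EC80 | Compound dosing: 3 µM, single point | Schedule: Dye loading 75 min at 37 °C, then 30 min room temperature | Signal: Calcium fluorescence with Fluo-8 | Evaluation: Percent inhibition of PEA-evoked calcium signal, max/basal emission ratio | Control set: DMSO-only wells and EC80 β-PEA-stimulated wells | Repeats: Singlicate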
CHO-K1 Ca PAM = nonselective calcium activators in parental CHO-K1 cells, primary screen, counter-screen for M1 PAM project, cell-based, Fluo-8 calcium fluorescence, full deck, 1536-well | ATP EC20; 0% at ATP EC20, 100% at ATP max | activation, % at 3 µM | 360,000 compounds, 0.02% hits;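 active means activation above the run cutoff, the mean activation of all test compounds plus 3 SD, cut at about 40% in these data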;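 further: peak over basal fluorescence ratio in a 140 s read after ATP addition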
TAAR1 ag = human TAAR1 agonists, primary screen, Fluo-8 calcium fluorescence, CHO RD-HGA16 cells; activation, % at 3 µM; 360,000 compounds, 0.99% hits; vehicle wells 0%, saturating PEA agonist 100%; AID 624467, 2012;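 active means activation above the mean activation of all test compounds in the run plus 3 SD, cut at about 38% in these data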
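System: CHO RD-HGA16 cells carrying human TAAR1 plus Gα16; Incubation: 17-24 h seeding, 75 min 37 °C dye, 30 min RT; Measured by: Fluo-8 fluorescence, 5 s baseline then 140 s kinetic read; Control set: DMSO and PEA EC100; Replication: single well for each compound.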
CHO-K1 Ca antag = counter-screen for M1 antagonists: effect in parental CHO-K1 cells; AID 602250; 360,000 compounds, 0.6% hits; inhibition, % at 3 µM; ATP-induced calcium, Fluo-8 fluorescence;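 active means inhibition above a per-plate cutoff, the plate's mean sample inhibition plus 3 SD, cut at about 24% in these data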;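 further: 0% = DMSO plus EC80 ATP and 100% = DMSO alone without ATP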
M1 ag parental = counter-screen for M1 agonists: effect in parental CHO-K1 cells; Fluo-8 calcium fluorescence; scaled to maximal ATP response, vehicle zero; 360,000 compounds, 0.48% hits; activation, % at 3 µM; in the data active means activation above about 15%;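 further: untransfected CHO-K1 host cells lacking M1 receptor as counterscreen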
M1 ag = human M1 muscarinic receptor agonists, primary screen, Fluo-8 calcium fluorescence, CHO-K1 cells, HTS; activation, % at 3 µM; 360,000 compounds, 0.33% hits; AID 588814, 2011; CHO-K1 hM1, agonist mode; 0% DMSO, 100% acetylcholine EC100; Muscarinic acetylcholine receptor M1 (Homo sapiens), P11229;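 active means activation above the run's mean compound activation plus 3 SD, cut at about 16% in these data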;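 further: peak over basal fluorescence ratio within a 140 s kinetic read after compound addition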
CHO parental Ca = ATP-evoked calcium signal inhibitors, parental CHO, primary screen, counter-screen for OX1R antagonist project, cell-based, fluorescence, Fluo-8 calcium dye; parental CHO-K1, ATP-induced calcium, Fluo-8 fluorescence; inhibition, % at 5.6 µM; 330,000 compounds, 0.63% hits; AID 463079, 2010;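 active means inhibition above that plate's mean sample inhibition plus 3 SD, cut at about 26% in these data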;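 further: 0% = ATP-challenged DMSO wells and 100% = DMSO wells without ATP; some compounds past the cut are filed as inactive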
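material = parental CHO cells | also added = ATP as calcium-mobilizing challenge | dosing = single point at 5.6 µM | detection = intracellular calcium via Fluo-8 no-wash fluorescent dye | read-out = % inhibition | benchmarks = low control ATP plus DMSO, high control DMSO only | repeats = one well per compound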
* hit, by the source's call; · = no result given.

SMILES | OXTR potentiator | CHRM1 antagonist | TAAR1 antag | CHO-K1 Ca PAM | TAAR1 ag | CHO-K1 Ca antag | M1 ag parental | M1 ag | CHO parental Ca
O=C(NCCS(=O)(=O)N1CCN(c2ccccc2F)CC1)c1c(F)cccc1F | -9 | 3 | -9 | -23 | 3 | 10 | 0.3 | 2 | -21
COc1cc(OC)cc(C(=O)NCC(=O)Nc2ccc(C)c(Cl)c2)c1 | -2 | 4 | -9 | -2 | 3 | 4 | 7.9 | -1 | -16
Cc1ccc(S(=O)(=O)NNC(=O)c2csnn2)cc1 | -11 | 14 | -6 | -13 | 9 | 10 | 0.6 | -6 | -2
CC1=NNC(=O)C1Oc1ccccc1 (stereo not drawn) | -4 | -17 | -12 | 9 | 2 | 4 | 0.4 | 0 | -17
COc1ccccc1NC(=O)CCC(=O)N(Cc1ccc(OC)c(OC)c1)c1nccs1 | 2 | -1 | -10 | 14 | 0 | -12 | 0.4 | -3 | -18
Cc1ccc(NC(=O)COC(=O)CN2C(=O)COc3ccccc32)cc1 | -6 | -9 | -11 | 17 | 2 | -7 | 1.5 | -4 | 3
O=C(NCC1COc2ccccc2O1)C1C2C=CC3(CN(Cc4ccccc4Cl)C(=O)C13)O2 (stereo not drawn) | -19 | 2 | 10 | 9 | 3 | -4 | 0.6 | -3 | -14
CC(C)C(C(=O)NCC1CCCO1)N(CC1CCCO1)C(=O)CNS(=O)(=O)c1ccccc1 (stereo not drawn) | -6 | -1 | -31 | -5 | 2 | -10 | -0.6 | 0 | -17
CN1CCN(C(=O)/C(=C\c2ccccc2)c2ccccc2)CC1 | -7 | 99* | -11 | 6 | 4 | 5 | 0.2 | -6 | -27
O=C(COc1ccc(Cl)cc1Cl)NCCCN1CCOCC1 | -3 | -23 | 3 | -3 | 3 | 6 | 0.1 | -6 | -3
Cc1cccc(NS(=O)(=O)c2cccc(C(=O)NCC3(N4CCOCC4)CCCCC3)c2)c1 | · | 13 | 3 | -11 | 3 | -2 | 0.3 | -7 | ·
O=C(COC(=O)c1ccccn1)NC1CCCCC1 | -6 | -26 | -2 | 23 | 5 | -20 | 1.1 | -3 | -11
Cc1nnc(N/N=C/c2c(Cl)cccc2Cl)n1N | 0 | 16 | 3 | 7 | 0 | 7 | 5.2 | -6 | -5
COc1ccc(NC(=O)COC(=O)C(NC(=O)c2ccc(C)cc2)C(C)C)cn1 (stereo not drawn) | 1 | 10 | -5 | 2 | 15 | 6 | 3.3 | -3 | -21
Cc1c(CCC(=O)NC2CC2)c(=O)oc2c(C)c(O)ccc12 | -2 | -1 | · | -4 | · | 2 | 1.0 | 0 | 2
COc1cccc(/C=C/C(=O)NNC(=O)c2ccncc2)c1OC | -4 | -1 | -2 | -10 | 4 | -9 | 0.6 | -4 | 0
Cc1ccc(N(Cc2cc3ccc(C)cc3[nH]c2=O)C(=O)c2ccco2)c(C)c1 | -23 | -45 | 104* | 4 | 0 | -5 | 0.7 | 0 | -23
CCn1c(CCNC(=O)c2cccs2)n[nH]c1=S | -3 | 2 | -14 | 18 | 2 | -5 | 0.7 | -4 | -8
Cc1ccc(C)c(C(=O)Cn2ncc(Cl)c(Cl)c2=O)c1 | -1 | 1 | 12 | 22 | 6 | -10 | -0.1 | -4 | -20
CCN(c1ccc(OC)cc1)S(=O)(=O)c1nnc(NC(=O)COc2ccc(C)cc2)s1 | -8 | -11 | · | 2 | · | -17 | 0.5 | 1 | -2
Nc1ccccc1-c1ccc([N+](=O)[O-])cc1 | · | -7 | 5 | 17 | -1 | -7 | -1.0 | -6 | ·
Cc1cc(C(=O)Nc2ccc3c(c2)OCO3)no1 | -12 | -9 | -23 | 1 | 3 | 0 | 0.9 | -2 | -1
O=C(CCCCn1cnc2c(=S)nc[nH]c21)Nc1ccc(C(=O)O)c(O)c1 | · | -25 | 0 | 22 | 4 | -16 | 1.0 | 2 | ·
OCCNc1nc2ccccc2n1CCN1CCCCC1 | 2 | 2 | 4 | 9 | 7 | -3 | 0.2 | -4 | -1
COc1ccc(/C=C/c2ccccc2)cc1[C@H]1[C@H]2C=CC[C@@H](C)[C@@H]2C(=O)N1Cc1ccccc1 | -7 | 15 | -24 | -4 | 2 | 4 | 0.7 | 1 | -27
NC(=O)N=Nc1c2[nH]c3ccccc3nc-2c2ccccc12 | 1 | 11 | 44 | 6 | 23 | -7 | 5.4 | -3 | -11
NC(=O)CCn1ccc2ccccc21 | -2 | 3 | -19 | 6 | -1 | -10 | 3.0 | -1 | 2
COC(CNC(=O)CNC(=S)N(CCCN1CCOCC1)Cc1cccs1)OC | -3 | -12 | -14 | -10 | 2 | -1 | -0.2 | -2 | 2
Cc1ccc(C)c(N2CCN(C(=O)c3cc4sccc4n3C)CC2)c1 | 1 | -3 | 10 | 13 | 10 | -20 | 0.1 | -6 | -32
Cc1ccc2nsnc2c1NC(=O)c1ccc([N+](=O)[O-])o1 | -2 | 0 | · | -3 | · | 0 | 0.3 | -4 | -1

The last 7 compounds of the part before lead into the next.
SMILES | OXTR potentiator | CHRM1 antagonist | TAAR1 antag | CHO-K1 Ca PAM | TAAR1 ag | CHO-K1 Ca antag | M1 ag parental | M1 ag | CHO parental Ca
OCCNc1nc2ccccc2n1CCN1CCCCC1 | 2 | 2 | 4 | 9 | 7 | -3 | 0.2 | -4 | -1
COc1ccc(/C=C/c2ccccc2)cc1[C@H]1[C@H]2C=CC[C@@H](C)[C@@H]2C(=O)N1Cc1ccccc1 | -7 | 15 | -24 | -4 | 2 | 4 | 0.7 | 1 | -27
NC(=O)N=Nc1c2[nH]c3ccccc3nc-2c2ccccc12 | 1 | 11 | 44 | 6 | 23 | -7 | 5.4 | -3 | -11
NC(=O)CCn1ccc2ccccc21 | -2 | 3 | -19 | 6 | -1 | -10 | 3.0 | -1 | 2
COC(CNC(=O)CNC(=S)N(CCCN1CCOCC1)Cc1cccs1)OC | -3 | -12 | -14 | -10 | 2 | -1 | -0.2 | -2 | 2
Cc1ccc(C)c(N2CCN(C(=O)c3cc4sccc4n3C)CC2)c1 | 1 | -3 | 10 | 13 | 10 | -20 | 0.1 | -6 | -32
Cc1ccc2nsnc2c1NC(=O)c1ccc([N+](=O)[O-])o1 | -2 | 0 | · | -3 | · | 0 | 0.3 | -4 | -1
Cc1nc(N2CCOCC2)[nH]c(=O)c1C | 0 | -6 | 10 | 4 | 3 | 0 | 0.2 | -8 | -3
COc1ccc(NS(=O)(=O)c2cccc3cccnc23)cc1OC | -20 | -8 | 1 | -10 | 1 | -6 | 5.5 | 3 | -20
CC1CCCN(CCOCCOc2ccc(Cl)cc2Br)C1 (stereo not drawn) | -4 | 66* | 1 | 14 | 12 | -7 | 1.9 | -7 | -11
COc1cc(C(=O)Nc2nc(C)cc(C)n2)cc(OC)c1OC | 1 | -7 | -27 | 9 | 4 | -5 | 0.1 | -3 | -5
COc1cc2c(cc1OC)C(C)N(C(=O)c1cccs1)CC2 (stereo not drawn) | -10 | -14 | -11 | 19 | 1 | -6 | 0.9 | -5 | -17
COc1ccccc1/C=C1\C(=O)Nc2ccccc21 | · | -5 | 5 | 1 | 9 | -6 | 1.6 | -2 | ·
Clc1ccc(CN(CC2CCCO2)C(c2cccs2)c2nnnn2C2CCCC2)cc1 (stereo not drawn) | -7 | 0 | 10 | 16 | 2 | -8 | 0.3 | -4 | 16
COc1ccc(/C=N/NC(=O)CC2N=C(Cc3ccccc3)NNC2=O)cc1OC (stereo not drawn) | -5 | 3 | -8 | 2 | 7 | 3 | 0.1 | 1 | -6
COc1ccccc1S(=O)(=O)N(C)C[C@@H]1Oc2cc(C#CCC(C)C)ccc2S(=O)(=O)N([C@H](C)CO)C[C@@H]1C | · | -3 | 17 | -11 | 3 | 34* | 0.0 | -2 | ·
O=C(O)C1=C(OCc2ccccc2)C(=O)NCC1 | -8 | 1 | 18 | 5 | 10 | 5 | -0.1 | -3 | -5
O=C(CN1C(=O)c2ccccc2C1=O)Nc1ccc(S(=O)(=O)NCC2CCCO2)cc1 (stereo not drawn) | -5 | -5 | 5 | 0 | 7 | -8 | 0.8 | -1 | -5
Cc1cc(OCC(=O)N(Cc2ccco2)c2c(N)n(Cc3ccccc3)c(=O)[nH]c2=O)ccc1Cl | -7 | 1 | -18 | 6 | 3 | -3 | 0.1 | -4 | -15
COc1ccc2[nH]c(=O)c(C(=O)O)cc2c1 | -13 | -15 | 8 | 25 | 1 | -20 | 1.6 | -5 | -5
OCC[C@@H]1C[C@H](O)[C@@H](O)[C@@]2(OCc3ccccc32)O1 | -5 | 18 | -6 | -12 | 0 | 6 | -0.2 | -3 | 0
COc1ccc(NC2CCCN(C(=O)c3cccc(C)n3)C2)cc1OC (stereo not drawn) | -2 | -2 | -28 | 4 | 1 | -16 | 0.6 | -2 | -19
O=C(NCC(=O)N(Cc1ccccc1)C(C(=O)NC1CCCC1)c1ccco1)c1ccco1 (stereo not drawn) | -11 | 11 | 34 | 10 | 15 | 2 | 3.5 | 1 | -8
Cc1cc(N2C(=O)Cc3ccccc3C2=O)ccc1C(C)C | -15 | -10 | 14 | 9 | -2 | 5 | -0.5 | 1 | -5
